M4 antag: human M4 muscarinic receptor antagonists, primary screen, CHO cells, Fluo-8 calcium fluorescence | CHO-hM4 cells, ACh EC80 | Muscarinic acetylcholine receptor M4 (Homo sapiens), P08173 | inhibition, % at 3 µM | 0.73% of 360,000 active | AID 624125, 2012;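 active means inhibition above its plate's cutoff, the mean inhibition of sample wells plus 3 SD, cut at about 27% in these data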;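 further: 0% = acetylcholine EC80 with DMSO and 100% = DMSO without agonist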
M4 ag: human M4 muscarinic receptor agonists, primary screen, CHO-K1 cells, Fluo-8 calcium fluorescence. CHO-K1 hM4/Gqi5; vehicle 0%, full acetylcholine response 100%. activation, % at 3 µM. 0.14% of 360,000 active;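 active means activation above the run mean over all test wells plus 3 SD, cut at about 32% in these data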;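 further: peak over basal fluorescence ratio per well then scaled between controls; 0% = DMSO wells and 100% = acetylcholine at EC100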
M5 PAM: human M5 muscarinic receptor positive allosteric modulators, primary screen, CHO-K1 cells, Fluo-8 calcium fluorescence. CHO-K1 hM5, ACh EC20 PAM; 0% = ACh EC20, 100% = ACh EC100. AID 624038, 2012. 0.3% of 360,000 active. activation, % at 3 µM;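 active means activation above the run cutoff, the mean activation of all test compounds plus 3 SD, cut at about 18% in these data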
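Assay system: CHO-K1 hM5 cells / Incubation: Fluo-8 loading 80 min at 37 °C plus 30 min room temperature / Technique: Fluo-8 calcium dye fluorescence, kinetic read / Repeats: single replicate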
M5 ag: human M5 muscarinic receptor agonists, primary screen, CHO-K1 cells, Fluo-8 calcium fluorescence. CHO-K1 hM5 cells; 0% DMSO wells, 100% maximal acetylcholine response. activation, % at 3 µM. 0.19% of 360,000 active. AID 624037, 2012;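 active means activation above the run's mean over test compounds plus 3 SD, cut at about 23% in these data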;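 further: signal is peak over basal fluorescence ratio across the kinetic read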
CRFBP-R2 agonist: agonists of CRF-BP/CRF-R2 complex, primary screen, cell-based, HEK293, calcium dye fluorescence, uHTS; CRF-binding protein / CRF receptor 2 complex (human); calcium dye fluorescence (FLIPR); percent of saturating CRF peptide response; activation, % at 13.2 µM; 0.46% of 350,000 active;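 active means activation of at least 50%, plus an integration ratio under a set limit after plate pattern correction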;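 further: plate controls were neutral control wells without compound for no effect and CRF at EC100 for full effect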
CHRM5 antagonist: human M5 muscarinic receptor antagonists, primary screen, CHO cells, Fluo-8 calcium fluorescence; Muscarinic acetylcholine receptor M5 (Homo sapiens), P08912; CHO-hM5 cells, ACh EC80; inhibition, % at 3 µM; 0.59% of 360,000 active; AID 624040, 2012;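 active means inhibition above a per-plate cutoff, the mean of that plate's test compounds plus 3 SD, cut at about 27% in these data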;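 further: 0% = acetylcholine EC80 with DMSO and 100% = DMSO without agonist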
IDE inh: human IDE inhibitors in live cells, primary screen, fluorescence polarization, HEK cells, FAbetaB substrate; Insulin-degrading enzyme (Homo sapiens), P14735; FAbetaB cleavage; inhibition, % at 5.59 µM; 0.41% of 320,000 active; AID 434962, 2010;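 active means percent inhibition above the average of all tested compounds plus 3 SD, set per screening campaign, cut at about 16% in these data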;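 further: IDE supplied by intact live HEK cells; FP after avidin binding of uncleaved biotin substrate so inhibition keeps polarization high; 0% = DMSO wells and 100% = 60 µM reference IDE inhibitor Ii1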
Target sequence (P14735 whole entry, looked up): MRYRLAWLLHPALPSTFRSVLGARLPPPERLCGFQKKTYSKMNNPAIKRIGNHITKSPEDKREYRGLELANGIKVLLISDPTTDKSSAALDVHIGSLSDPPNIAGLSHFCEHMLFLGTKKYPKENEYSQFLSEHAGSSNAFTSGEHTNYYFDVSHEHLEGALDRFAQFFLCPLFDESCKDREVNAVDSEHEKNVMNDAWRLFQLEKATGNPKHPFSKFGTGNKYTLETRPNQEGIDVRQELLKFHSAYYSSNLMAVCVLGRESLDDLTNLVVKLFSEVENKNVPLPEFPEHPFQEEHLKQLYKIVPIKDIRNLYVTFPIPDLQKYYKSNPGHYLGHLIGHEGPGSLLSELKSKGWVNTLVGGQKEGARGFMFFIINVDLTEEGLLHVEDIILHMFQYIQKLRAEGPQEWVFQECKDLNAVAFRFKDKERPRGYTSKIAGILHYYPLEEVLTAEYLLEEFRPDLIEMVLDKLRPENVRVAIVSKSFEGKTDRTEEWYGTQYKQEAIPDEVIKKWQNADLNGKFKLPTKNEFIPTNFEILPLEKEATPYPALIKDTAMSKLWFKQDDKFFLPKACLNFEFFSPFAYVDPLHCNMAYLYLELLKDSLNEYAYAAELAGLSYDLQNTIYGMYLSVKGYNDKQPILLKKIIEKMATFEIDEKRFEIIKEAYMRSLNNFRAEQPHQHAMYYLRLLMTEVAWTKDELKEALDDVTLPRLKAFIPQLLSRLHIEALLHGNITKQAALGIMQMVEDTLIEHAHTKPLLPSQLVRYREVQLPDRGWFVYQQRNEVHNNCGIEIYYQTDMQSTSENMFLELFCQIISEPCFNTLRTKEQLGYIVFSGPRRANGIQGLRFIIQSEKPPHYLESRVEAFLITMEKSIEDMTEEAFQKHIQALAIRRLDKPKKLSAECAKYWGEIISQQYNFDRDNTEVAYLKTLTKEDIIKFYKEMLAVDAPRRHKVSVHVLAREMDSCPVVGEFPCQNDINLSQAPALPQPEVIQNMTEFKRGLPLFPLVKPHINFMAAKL
CRFR2-BP antag: antagonists of CRF-BP/CRF-R2 complex, primary screen, cell-based, HEK293, calcium dye fluorescence, uHTS. CRF-induced calcium fluorescence. 0.59% of 350,000 active. inhibition, % at 11.8 µM;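 active means inhibition of the ligand-induced calcium signal above about 50% at the single tested concentration, limit read from the data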
CHRM4 PAM: human M4 muscarinic receptor positive allosteric modulators, primary screen, CHO-K1 cells, Fluo-8 calcium fluorescence. activation, % at 3 µM. CHO-K1 hM4/Gqi5, ACh EC20; 0% = ACh EC20, 100% = maximal ACh. Muscarinic acetylcholine receptor M4 (Homo sapiens), P08173. 0.4% of 360,000 active;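 active means activation above its plate's cutoff, the mean activation of sample wells plus 3 SD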; further: some results filed as inactive read as strong as hits
* marks the source's active call; other numbers are inactive results; x = not tested or not shown. Not a hit list (roughly 2.9% active in at least one column).

CRFBP-R2 agonist,CRFR2-BP antag,CHRM5 antagonist,M5 PAM,CHRM4 PAM,M4 antag,IDE inh,M5 ag,M4 ag,SMILES
-1.8,-5,-1,-3,10,-13,0,1,1,Cc1cccc(NC(=O)Nc2cccc(C#N)c2)n1
0.2,10,-4,8,8,-7,-2,-1,2,O=C(NCCCN1CCOCC1)c1ccc(Cl)s1
0.1,-5,15,-11,-6,-7,1,-1,19,O=C(C[n+]1ccccc1)N/N=C/c1ccccc1F
0.2,9,-4,-7,-9,-3,0,1,4,CC1CCCCN1C(=O)COC(=O)c1cccc(NS(=O)(=O)c2ccccc2)c1 (stereo not given)
-0.9,-1,11,-2,-3,2,6,-2,2,COc1ccccc1/C=C(\NC(=O)c1ccccc1)C(=O)NCc1ccco1
1.4,-4,0,0,4,3,-4,-6,1,CCOc1ccc(N(CC(=O)Nc2ccc(OC)cc2OC)S(=O)(=O)c2c(C)[nH]c(=O)[nH]c2=O)cc1
4.5,-9,-3,8,17,1,7,-2,0,COc1ccc(C(=O)Nc2ccccc2C(=O)NC(Cc2ccc(O)cc2)C(=O)NNC(=O)c2ccccc2)cc1 (stereo not given)
-1.3,-2,1,7,-17,0,1,-4,0,O=c1[nH]c(C2CCN(S(=O)(=O)c3ccccc3F)CC2)nc2c1nnn2Cc1ccc(F)cc1
-0.2,4,5,-3,-1,-1,4,-4,2,CC(=O)c1ccc(OCC(=O)NCc2ccc(F)cc2)cc1
-2.7,-12,8,-5,2,6,-2,-2,4,Cc1ccc(C(=O)NCCNC(=O)c2ccccc2)cc1
0.4,-7,12,-5,5,0,3,-1,0,C=CCn1cc(-c2cccc(C(F)(F)F)c2)cc(C#N)c1=O
-0.2,-1,-3,6,6,1,-6,2,-2,O=C(NC1CCCCC1)C(c1ccc2ncccc2c1)N(Cc1ccc(F)cc1)C(=O)c1cccs1 (stereo not given)
0.1,-5,13,-4,-8,7,-2,-4,0,Cc1ccc(Nc2nc(C)cc(C)c2C(N)=O)c(C)c1
0.3,3,-10,10,-1,-11,5,-8,-1,Cc1ccc(NC(=O)Cn2cccc2)c(Br)c1
-1.9,13,11,-22,-15,41*,3,-8,1,COc1ccc(Oc2c(C)oc3c(CN4CCOCC4)c(O)ccc3c2=O)cc1
0.1,14,11,2,4,2,-2,0,2,CCc1ccc(NC(=O)C(=O)NCCN2CCN(S(C)(=O)=O)CC2)cc1
1.8,-32,4,-4,-2,0,7,3,1,CC(=O)N[C@@H](Cc1c[nH]c2ccccc12)C(=O)OCc1cc(C(F)(F)F)cc(C(F)(F)F)c1
-0.1,14,0,3,0,-2,-5,-1,1,COc1ccc(OC)c(NC(=O)C2CCCC2)c1
0.1,-20,8,3,9,4,-2,-4,0,Cc1nc(C2CC(=O)OC23CCCCC3)cs1 (stereo not given)
-0.1,-12,-2,9,10,-9,x,1,13,CCOc1ccc(NC(=O)CN(C)C(=O)C2CC2C)cc1OCC (stereo not given)
3.5,-17,6,-7,-5,-9,x,-1,6,O=C(Nc1ccc(Cl)cn1)c1cccc(S(=O)(=O)N2CCCCCC2)c1
-1.5,4,6,0,0,7,-2,1,3,COC(=O)c1ccc(-n2nnnc2SCC(=O)Nc2ccccc2OC)cc1
-1.8,-10,12,0,-2,-6,-2,-2,1,CC(C(=O)N1CCOCCOCCOCC1)N1C(=O)c2ccccc2C1=O (stereo not given)
-0.9,10,0,8,11,-9,7,-11,1,Cc1ccc2ccc[n+](Cc3ccccc3)c2c1

A different layout for some results above:
CCOc1ccc(NC(=O)CN(C)C(=O)C2CC2C)cc1OCC (stereo not given)
  CRFBP-R2 agonist: -0.1
  CRFR2-BP antag: -12
  CHRM5 antagonist: -2
  M5 PAM: 9
  CHRM4 PAM: 10
  M4 antag: -9
  IDE inh: x
  M5 ag: 1
  M4 ag: 13
O=C(Nc1ccc(Cl)cn1)c1cccc(S(=O)(=O)N2CCCCCC2)c1
  CRFBP-R2 agonist: 3.5
  CRFR2-BP antag: -17
  CHRM5 antagonist: 6
  M5 PAM: -7
  CHRM4 PAM: -5
  M4 antag: -9
  IDE inh: x
  M5 ag: -1
  M4 ag: 6
COC(=O)c1ccc(-n2nnnc2SCC(=O)Nc2ccccc2OC)cc1
  CRFBP-R2 agonist: -1.5
  CRFR2-BP antag: 4
  CHRM5 antagonist: 6
  M5 PAM: 0
  CHRM4 PAM: 0
  M4 antag: 7
  IDE inh: -2
  M5 ag: 1
  M4 ag: 3
CC(C(=O)N1CCOCCOCCOCC1)N1C(=O)c2ccccc2C1=O (stereo not given)
  CRFBP-R2 agonist: -1.8
  CRFR2-BP antag: -10
  CHRM5 antagonist: 12
  M5 PAM: 0
  CHRM4 PAM: -2
  M4 antag: -6
  IDE inh: -2
  M5 ag: -2
  M4 ag: 1

Complete entries, looked up by structure.
CC(C(=O)N1CCOCCOCCOCC1)N1C(=O)c2ccccc2C1=O (stereo not given) across the screens: CRFBP-R2 agonist = -1.8; CRFR2-BP antag = -10; CHRM5 antagonist = 12; M5 PAM = 0; CHRM4 PAM = -2; M4 antag = -6; IDE inh = -2; M5 ag = -2; M4 ag = 1
CC(=O)N[C@@H](Cc1c[nH]c2ccccc12)C(=O)OCc1cc(C(F)(F)F)cc(C(F)(F)F)c1 across the screens: CRFBP-R2 agonist = 1.8; CRFR2-BP antag = -32; CHRM5 antagonist = 4; M5 PAM = -4; CHRM4 PAM = -2; M4 antag = 0; IDE inh = 7; M5 ag = 3; M4 ag = 1
COC(=O)c1ccc(-n2nnnc2SCC(=O)Nc2ccccc2OC)cc1 across the screens: CRFBP-R2 agonist = -1.5; CRFR2-BP antag = 4; CHRM5 antagonist = 6; M5 PAM = 0; CHRM4 PAM = 0; M4 antag = 7; IDE inh = -2; M5 ag = 1; M4 ag = 3

(more compounds)
CRFBP-R2 agonist,CRFR2-BP antag,CHRM5 antagonist,M5 PAM,CHRM4 PAM,M4 antag,IDE inh,M5 ag,M4 ag,SMILES
-0.9,3,3,3,4,8,3,-8,1,Cc1nnc(NC2CCCCC2)[nH]c1=O
3.7,4,-4,0,-2,-16,1,-8,2,COc1ccccc1N1CCN(C(c2ccc(N(C)C)cc2)c2nnnn2CCc2ccccc2)CC1 (stereo not given)
-1.1,-1,-4,-1,1,-4,1,2,0,CCOC(=O)Cn1c(=O)oc2cc(S(=O)(=O)N3CCN(c4ccccn4)CC3)ccc21
2.8,-14,-2,-3,9,-10,3,-1,1,CCCC(=O)n1nc(-c2cccnc2)nc1N
-1.4,7,0,-2,-2,7,-3,-1,0,C=CCNC(=O)/C=C/c1cccs1
-0.7,23,4,-6,0,0,2,-4,0,O=C(Cn1nc(C(F)(F)F)c2c1CCC2)Nc1ccccc1C(F)(F)F
-2.6,18,10,2,6,13,-1,-2,1,COc1ccc(C/C(C)=N\NC(=O)c2cn(C)c3ccccc23)cc1OC
0.8,1,5,-1,8,-10,-6,2,2,CCN(CC(=O)Nc1c(F)cccc1F)C(=O)c1cc(S(=O)(=O)NCc2ccccc2)ccc1C
-4.0,7,4,0,2,-1,1,-9,1,O=C(CCn1c(=S)oc2ccccc21)NC1CCCCC1
x,x,6,-4,1,-9,x,-1,0,CCCCN1CC(N2CCN(C(=O)c3ccco3)CC2)CS1(=O)=O (stereo not given)
-1.1,14,12,-10,5,-6,-2,0,1,Cc1n[nH]c(C)c1NC(=O)c1cc([N+](=O)[O-])ccc1Cl
-0.3,-8,8,2,8,-13,2,0,-1,CN(c1ccc(C(=O)COC(=O)C2CC2)cc1)S(C)(=O)=O
-0.2,-10,-4,7,6,-2,0,0,0,COc1ccccc1NC(=O)COC(=O)CNC(=O)c1ccc(OC)c(OC)c1
-0.1,7,-5,6,4,-3,1,-5,0,COc1cc2c(cc1OC)CN(CC(=O)Nc1ccc(F)cc1F)CC2
0.6,-12,3,-4,-14,11,-1,4,4,COc1ccc(C2CC(c3ccccc3)=NN2C(=O)COC(=O)/C=C/c2ccc(O)c(OC)c2)cc1 (stereo not given)
0.1,-3,-1,1,1,2,4,0,0,O=C(O)c1ccccc1C(=O)Nc1ccc(S(=O)(=O)Nc2nccs2)cc1
-3.3,13,3,-4,-8,6,8,0,2,Cc1cccc2cc(CN(CC3CCCO3)C(=O)c3cccnc3)c3nnnn3c12 (stereo not given)
2.6,-10,-1,-2,1,3,7,-2,2,CCOc1ccc(N(CC(=O)N2CCCC2)S(=O)(=O)c2c(C)noc2C)cc1
0.2,13,12,-8,-4,4,0,3,2,Cc1ccc(Oc2ccc(S(=O)(=O)Nc3ccc(C(=O)O)cc3)cc2)cc1
-0.4,-2,4,-6,0,1,1,1,0,O=C(O)CCC(NS(=O)(=O)c1ccc(N2CCCC2=O)cc1)C(=O)O (stereo not given)
-0.3,36,3,-4,9,-6,5,3,1,COC(=O)C1CCN(S(=O)(=O)c2c(C)n(C)c(=O)n(C)c2=O)CC1
-1.3,18,8,-6,3,2,-1,-4,-1,Cc1cccc(-n2ncc(Cl)c(Cl)c2=O)c1
0.0,-1,7,6,9,-5,-4,2,0,O=C(O)CCCC(=O)N1CCc2cc(S(=O)(=O)NCc3ccc(F)cc3)ccc21
0.9,8,10,-8,-3,39*,x,3,8,CN(C)CC1CC/C(=C\c2ccc(O)cc2)C1=O (stereo not given)
-0.8,7,3,-7,-5,-6,-1,-4,2,CC(NC(=O)COC(=O)CC(c1ccccc1)c1ccccc1)c1ccccc1 (stereo not given)
-0.4,1,1,0,4,-9,-4,2,0,COc1cccc(/C=N/n2cncn2)c1OCC#N
0.8,-8,7,-1,3,3,2,-4,1,Cc1cc(NC(=O)C2CCCCC2C(=O)O)no1 (stereo not given)
-0.3,34,1,-5,-3,3,-3,-4,0,COc1cc(C)c(Br)cc1S(=O)(=O)N1CCCC1
x,x,1,-1,-1,-9,x,1,3,CC(C)(C)S(=O)N1Cc2cc(C(=O)N3CCc4ccccc4C3)nc(-c3cccc(-c4ccncc4)c3)c2[C@H]1CCO (stereo not given in full)
x,x,-2,-6,-6,-22,x,-2,3,COc1ccc(SCC(O)Cn2c3ccccc3c3ccccc32)c(OC)c1 (stereo not given)
4.7,15,2,-4,-3,-10,5,0,-2,CC(=O)Oc1ccc(-c2csc(Nc3cccc(C)n3)n2)cc1
0.1,-6,15,-12,-2,-11,-2,-4,2,N#Cc1ccccc1Sc1ccccc1C(=O)Nc1ccc2ccccc2c1
-2.1,-8,1,0,4,-4,11,-2,0,CCOc1ccc(CN2CCC(=O)NC2=O)cc1

Compound activity as filed in PubChem BioAssay.
